IDE exosite inh – exo-site inhibitors of human insulin-degrading enzyme; P14735; z-score at 20 µM; 17,000 tested, 6.3% active; purified IDE, FL-6b probe fluorescence polarization; hits give low values;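 active = z-score of -3 or lower, meaning strong loss of probe binding signal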;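 also: His-tagged human IDE residues 42-1019 made in E. coli with 30 nM FL-6b probe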
Target sequence (P14735 42-1019 limits assumed): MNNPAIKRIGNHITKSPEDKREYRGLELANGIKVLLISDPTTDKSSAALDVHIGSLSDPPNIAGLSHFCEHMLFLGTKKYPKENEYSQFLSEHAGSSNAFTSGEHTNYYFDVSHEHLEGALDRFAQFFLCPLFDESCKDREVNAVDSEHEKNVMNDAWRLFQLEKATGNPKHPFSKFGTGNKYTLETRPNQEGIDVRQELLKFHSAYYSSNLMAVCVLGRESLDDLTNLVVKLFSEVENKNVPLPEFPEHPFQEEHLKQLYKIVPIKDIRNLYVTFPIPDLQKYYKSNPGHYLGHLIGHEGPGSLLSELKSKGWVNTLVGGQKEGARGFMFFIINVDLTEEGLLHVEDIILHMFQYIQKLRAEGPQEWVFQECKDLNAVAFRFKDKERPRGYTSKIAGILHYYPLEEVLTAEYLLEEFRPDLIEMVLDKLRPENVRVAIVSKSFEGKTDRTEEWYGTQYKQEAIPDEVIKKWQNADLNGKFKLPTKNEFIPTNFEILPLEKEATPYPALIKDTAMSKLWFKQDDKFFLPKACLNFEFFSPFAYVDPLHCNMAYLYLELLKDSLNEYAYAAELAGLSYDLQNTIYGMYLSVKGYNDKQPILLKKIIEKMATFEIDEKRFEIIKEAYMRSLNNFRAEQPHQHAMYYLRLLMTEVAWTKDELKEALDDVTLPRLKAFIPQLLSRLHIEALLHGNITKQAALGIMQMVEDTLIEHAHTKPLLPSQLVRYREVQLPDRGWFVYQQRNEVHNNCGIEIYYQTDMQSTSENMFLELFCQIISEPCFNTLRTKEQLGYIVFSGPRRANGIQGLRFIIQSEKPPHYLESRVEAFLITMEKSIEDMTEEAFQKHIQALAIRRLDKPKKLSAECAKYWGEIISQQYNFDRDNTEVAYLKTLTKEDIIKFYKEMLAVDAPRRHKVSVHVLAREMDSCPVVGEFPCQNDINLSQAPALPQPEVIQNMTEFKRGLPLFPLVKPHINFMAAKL
The depositor's hits bear a star; & = joins results of further samples. An excerpt, so the mix of outcomes need not match the whole.

IDE exosite inh	canonical_smiles
1.59	N#C[C@@H]1[C@H](c2ccccc2)[C@@H](CO)N1C(=O)CN1CCOCC1
0.0648	CCCNC(=O)N(C)C[C@H]1Oc2cc(C#C[C@@H](C)O)ccc2S(=O)(=O)N([C@@H](C)CO)C[C@H]1C
2.85	O=C(Nc1cc(F)ccc1F)N1CC(=O)N2[C@H](CO)[C@H](c3ccc(C#CC4CCCCC4)cc3)[C@H]2C1
0.0981	CC(=O)N1[C@H](CO)[C@H](c2ccc(-c3cccnc3)cc2)[C@@H]1CNC(=O)C1CC1
-0.0434	COc1ccc(NC(=O)N(C)C[C@H]2OCCCC[C@@H](C)Oc3ccc(NC(=O)c4ccncc4)cc3C(=O)N([C@@H](C)CO)C[C@@H]2C)cc1
0.876	CCCNC(=O)N1[C@H](CO)[C@@H](c2ccccc2)[C@@H]1CNC(=O)c1ccccc1
1.38	CO[C@H]1CN(C)C(=O)c2ccc(NS(=O)(=O)CC(F)(F)F)cc2OC[C@@H](C)N(Cc2nccs2)C[C@H]1C
-1	O=C(c1cccnc1)N1CC2(C1)[C@H](c1ccccc1)[C@H](CO)N2C(=O)CC1CC1
3.54	COc1ccc(-c2ccc([C@H]3[C@H](CO)N4C(=O)CN(C(=O)c5ccccc5)C[C@@H]34)cc2)cc1
0.835	C/C=C/c1ccc([C@H]2[C@@H](CO)N3C(=O)CN(C(=O)Nc4ccc(OC)cc4)C[C@@H]23)cc1
-0.184	C[C@@H]1CN([C@@H](C)CO)C(=O)c2ccccc2-c2ccccc2CO[C@H]1CN(C)S(=O)(=O)c1cccs1
0.975	CN(C)C(=O)c1ccc(-c2ccc([C@@H]3[C@H](CO)N4CCCCN(CCC(F)(F)F)C[C@@H]34)cc2)cc1
1.19	CN(C[C@@H]1[C@H](c2ccccc2)[C@H](CO)N1Cc1ccccn1)S(C)(=O)=O
0.934	C[C@@H]1CCCCO[C@H](CN(C)C(=O)c2ccncc2)[C@H](C)CN([C@H](C)CO)C(=O)c2cc(NS(=O)(=O)c3cccs3)ccc2O1
0.669	Cc1cccc(S(=O)(=O)N2C[C@H](O)COC[C@H]3O[C@H](CC(=O)Nc4ccccc4)CC[C@@H]32)c1
0.00778	CC(C)N(C[C@H]1[C@H](c2ccccc2)[C@H](CO)N1S(C)(=O)=O)C(=O)CN(C)C
-0.0415	O=S(=O)(Cc1ccccc1)N1CCCCN2[C@H](CO)[C@H](c3ccc(-c4ccccc4)cc3)[C@H]2C1
-0.0258	CCNC(=O)[C@@H]1[C@@H](CO)[C@@H]2Cn3c(ccc(-c4ccncc4)c3=O)[C@@H]2N1Cc1cc(F)ccc1F
0.485	N#C[C@@H]1[C@H](c2ccccc2C2=CCCC2)[C@@H](CO)N1C(=O)c1ccccn1
0.784	Cc1noc(C)c1S(=O)(=O)N(C)C[C@H]1OCc2cnnn2CCCC(=O)N([C@H](C)CO)C[C@@H]1C
0.177	COc1cccc(NC(=O)Nc2ccc3c(c2)C(=O)N(C)C[C@@H](OC)[C@H](C)CN[C@@H](C)CO3)c1
0.925	C[C@H](O)C#Cc1ccc([C@H]2[C@H]3CN(CC4CC4)CCCCN3[C@H]2CO)cc1
2.38	CO[C@@H]1CN(C)C(=O)c2cc(NS(=O)(=O)c3ccc(Cl)cc3)ccc2OC[C@H](C)N(C(=O)NC(C)C)C[C@@H]1C
-5.33*	O=C(Nc1ccccc1)N1CCCCN2[C@@H](CO)[C@H](c3ccc(C#Cc4cccnc4)cc3)[C@@H]2C1
1.15	O=S(=O)(Cc1ccccc1)N1CCCCN2[C@H](CO)[C@@H](c3ccc(-c4cncnc4)cc3)[C@H]2C1
1.07	COc1ccccc1-c1cccc(-c2nc(C(=O)N3CCN(C)CC3)cc3c2[C@H](CCO)N([S@@](=O)C(C)(C)C)C3)c1
0.682	CC(C)N(C[C@H]1[C@H](c2ccccc2)[C@@H](CO)N1S(C)(=O)=O)C(=O)CN(C)C
-4.25*	O=C(NC1CCCC1)N1CCCCN2[C@H](CO)[C@@H](c3ccc(/C=C/c4ccccc4)cc3)[C@H]2C1
0.0315	C[C@H]1CCCCO[C@@H](CN(C)C(=O)CCCN(C)C)[C@@H](C)CN([C@@H](C)CO)C(=O)c2cc(NS(=O)(=O)c3ccc(Cl)cc3)ccc2O1
-1.42	COc1ccc2c3c([nH]c2c1)[C@H](CO)N(C(=O)NC(C)C)CC31CN(C(=O)c2ccncc2)C1
2.72	CCCC#Cc1ccc([C@H]2[C@@H](CO)N3CCCCN(S(=O)(=O)CC)C[C@@H]23)cc1
-0.162	N#Cc1cccc(-c2ccc3c(c2)[C@@H]2[C@@H](CCN2C(=O)CN2CCOCC2)[C@H](CO)N3)c1
1.87	CCCC#Cc1ccc([C@H]2[C@@H](CO)N3C(=O)CN(C(=O)NC4CCCC4)C[C@H]23)cc1
1.06	O=C(Nc1ccc(F)cc1)N1CC(=O)N2[C@@H](CO)[C@@H](c3ccc(C#Cc4cccnc4)cc3)[C@@H]2C1
2.6	COCC(=O)N1CCCCN2[C@H](CO)[C@H](c3ccc(C#Cc4cccnc4)cc3)[C@H]2C1
3.68	CN(C)C(=O)c1cccc(-c2ccc([C@@H]3[C@@H](CO)N4C(=O)CN(C(=O)Cc5ccccc5)C[C@@H]34)cc2)c1
0.452	COc1ccc(NC(=O)Nc2ccc3c(c2)[C@H]2C[C@H](CC(=O)NCC(F)(F)F)O[C@@H](CO)[C@H]2O3)cc1
-3.99*	CCC(=O)N1CC(=O)N2[C@H](CO)[C@H](c3ccc(C#Cc4cccc(F)c4)cc3)[C@H]2C1
1.01	COc1ccc2c3c(n(C)c2c1)[C@@H](CO)NCC31CN(Cc2ccccc2Cl)C1
0.587	C[C@@H]1CN([C@H](C)CO)C(=O)c2cc(NS(=O)(=O)c3ccccc3)ccc2O[C@@H](C)CCCCO[C@@H]1CN(C)C(=O)C1CCCCC1
2.11	COc1ccccc1NC(=O)N1CC(=O)N2[C@@H](CO)[C@H](c3ccc(C#CC4CC4)cc3)[C@@H]2C1
0.776	Cc1ccc(S(=O)(=O)Nc2cccc3c2O[C@H](CN(C)C(=O)Nc2ccc(C(F)(F)F)cc2)[C@@H](C)CN([C@H](C)CO)C3=O)cc1
2.08	COc1ccc(C#Cc2ccc([C@@H]3[C@H]4CN(C(=O)c5ccccc5)CC(=O)N4[C@H]3CO)cc2)cc1
2.07	O=C(C1CC1)N1C[C@@H]2[C@H](c3ccccc31)[C@H](CO)N2C(=O)c1ccccc1
0.141	COc1ccccc1NC(=O)N1CCCCN2[C@H](C1)[C@@H](c1ccc(-c3cccc(F)c3)cc1)[C@@H]2CO
-0.388&0.901	COc1ccc(NC(=O)N2[C@@H]3CNC[C@H]2C3c2ccc(/C=C/c3ccccc3)cc2)cc1 (stereo partly drawn)
1.59	N#Cc1cccc(-c2ccc3c(c2)[C@H]2[C@H](CCN2Cc2ccc4c(c2)OCO4)[C@H](CO)N3)c1
1.84	O=C1CNC[C@H]2[C@@H](c3ccc(C4=CCCC4)cc3)[C@@H](CO)N12
0.623	CN1C(=O)c2cc(NC(=O)c3cnccn3)ccc2OC[C@@H]2O[C@H](CC(=O)NCC3CCCCC3)CC[C@@H]21
-0.672	CCN1C[C@@H](C)[C@H](OC)CN(C)C(=O)c2cc(NC(=O)c3ccno3)ccc2OC[C@H]1C
0.708	COc1ccc2c3c([nH]c2c1)[C@H](CO)N(C(=O)Nc1ccc(F)cc1)CC31CCN(S(=O)(=O)c2cn(C)cn2)CC1
0.298	C[C@H](CO)N1C[C@H](C)[C@H](CN(C)S(=O)(=O)c2cn(C)cn2)OCCCC[C@H](C)Oc2ccc(N(C)C)cc2C1=O
0.454	O=C(NC[C@@H]1[C@@H](c2ccccc2)[C@@H](CO)N1C(=O)Cc1cccnc1)C1CCC1
0.678	N#C[C@@H]1[C@H](c2ccccc2)[C@@H](CO)N1C(=O)C1CCCC1
-0.228	CC(=O)N1[C@H](CO)[C@H](c2ccccc2)[C@@H]1CNC(=O)CN1CCOCC1
-0.142	CO[C@@H]1CC[C@H]2CCOc3c(C#N)cccc3C(=O)N(C)CC3(CCCCC3)CC(=O)N(C)C[C@H]1O2
-3.26*	O=C(C1CC1)N1CC(=O)N2[C@@H](CO)[C@@H](c3ccc(C#CCc4ccccc4)cc3)[C@@H]2C1
-14.9*	Cc1cccc(-c2ccc([C@H]3[C@@H](CO)N4C(=O)CN(C(=O)c5cccnc5)C[C@H]34)cc2)c1
0.795	COCc1cn(CC[C@H]2CC[C@@H](NC(=O)Nc3c(C)noc3C)[C@@H](CO)O2)nn1
-0.802	CO[C@H]1CN(C)C(=O)c2cc(NS(=O)(=O)CC(F)(F)F)ccc2OC[C@@H](C)NC[C@@H]1C

Already shown: an excerpt of the list.
IDE exosite inh	canonical_smiles
-0.162	N#Cc1cccc(-c2ccc3c(c2)[C@@H]2[C@@H](CCN2C(=O)CN2CCOCC2)[C@H](CO)N3)c1
1.87	CCCC#Cc1ccc([C@H]2[C@@H](CO)N3C(=O)CN(C(=O)NC4CCCC4)C[C@H]23)cc1
1.06	O=C(Nc1ccc(F)cc1)N1CC(=O)N2[C@@H](CO)[C@@H](c3ccc(C#Cc4cccnc4)cc3)[C@@H]2C1
2.6	COCC(=O)N1CCCCN2[C@H](CO)[C@H](c3ccc(C#Cc4cccnc4)cc3)[C@H]2C1
3.68	CN(C)C(=O)c1cccc(-c2ccc([C@@H]3[C@@H](CO)N4C(=O)CN(C(=O)Cc5ccccc5)C[C@@H]34)cc2)c1
0.452	COc1ccc(NC(=O)Nc2ccc3c(c2)[C@H]2C[C@H](CC(=O)NCC(F)(F)F)O[C@@H](CO)[C@H]2O3)cc1
-3.99*	CCC(=O)N1CC(=O)N2[C@H](CO)[C@H](c3ccc(C#Cc4cccc(F)c4)cc3)[C@H]2C1
1.01	COc1ccc2c3c(n(C)c2c1)[C@@H](CO)NCC31CN(Cc2ccccc2Cl)C1
0.587	C[C@@H]1CN([C@H](C)CO)C(=O)c2cc(NS(=O)(=O)c3ccccc3)ccc2O[C@@H](C)CCCCO[C@@H]1CN(C)C(=O)C1CCCCC1
2.11	COc1ccccc1NC(=O)N1CC(=O)N2[C@@H](CO)[C@H](c3ccc(C#CC4CC4)cc3)[C@@H]2C1

Later entries
IDE exosite inh	canonical_smiles
0.742	CCC(=O)NC[C@H]1[C@@H](c2ccc(-c3cccc(F)c3)cc2)[C@H](CO)N1C(=O)CC
1.82	CO[C@@H]1CN(C)C(=O)c2cc(NS(=O)(=O)c3ccc(Cl)cc3)ccc2OC[C@H](C)N(C(=O)NC(C)C)C[C@H]1C
2.62	CCN(C[C@@H]1N[C@@H](CO)[C@H]1c1ccc(-c2cccc(F)c2)cc1)C(=O)COC
-4.49*	COc1ccc(NC(=O)N2CCCCN3[C@@H](CO)[C@@H](c4ccc(-c5ccccc5C)cc4)[C@@H]3C2)cc1
2.56	CC(C)NC(=O)N1CCCCN2[C@@H](CO)[C@H](c3ccc(C#CC4CC4)cc3)[C@@H]2C1
1.27	CO[C@@H]1CC[C@H]2CCOc3ccc(C#N)cc3C(=O)N(C)[C@@H](C)C(=O)N(C)C[C@H]1O2
0.14	Cc1noc(C)c1NC(=O)N1C[C@@H](O)COC[C@@H]2O[C@H](CC(=O)N[C@H]3CCN(Cc4ccccc4)C3)CC[C@H]21
-0.452	O=C(c1ccc(F)cc1)N1CCCCN2[C@@H](CO)[C@H](c3ccc(-c4ccccc4)cc3)[C@@H]2C1
0.114	C[C@@H]1CCCCO[C@@H](CN(C)C(=O)CCC(F)(F)F)[C@@H](C)CN([C@H](C)CO)C(=O)c2cc(NC(=O)C3CCCCC3)ccc2O1
1.06	COCC(=O)N1C[C@@H](C)[C@@H](OC)CN(C)C(=O)c2ccc(NC(=O)Nc3cccc(F)c3)cc2OC[C@@H]1C
-6.59*	COc1ccc(C#Cc2ccc([C@H]3[C@@H](CO)N4CCCCN(C(=O)c5ccncc5)C[C@@H]34)cc2)cc1
3.94	COc1ccc(C#Cc2ccc([C@@H]3[C@@H](CO)N4C(=O)CN(C(C)=O)C[C@@H]34)cc2)cc1
-1.12	COc1cccc(CN2CC3(CCN(C)CC3)c3c([nH]c4cc(OC)ccc34)[C@H]2CO)c1
0.217	CC(=O)NC[C@H]1[C@@H](c2ccc(C3=CCCC3)cc2)[C@@H](CO)N1C(=O)CN(C)C
0.257	N#C[C@H]1[C@@H](c2ccccc2-c2ccccc2)[C@@H](CO)N1C(=O)NC1CCCC1
2.37	O=C(C1CCCC1)N1CC(=O)N2[C@@H](CO)[C@H](c3ccc(Br)cc3)[C@@H]2C1
2.07	Cn1cnc(S(=O)(=O)N2CCCCN3[C@@H](CO)[C@H](c4ccc(-c5cccc(F)c5)cc4)[C@@H]3C2)c1
-1.01	O=S(=O)(c1ccccc1)N1CCCCN2[C@@H](CO)[C@@H](c3ccc(C#Cc4ccccn4)cc3)[C@@H]2C1
0.0308	CN1C(=O)c2cc(NS(=O)(=O)c3cccc(F)c3)ccc2OC[C@@H]2O[C@@H](CC(=O)N3CCc4ccccc4C3)CC[C@@H]21
1.62	Cc1cccc(S(=O)(=O)N2CCCCN3[C@@H](CO)[C@H](c4ccc(-c5ccncc5)cc4)[C@@H]3C2)c1
-4.25*	COc1ccccc1-c1ccc([C@@H]2[C@@H](CO)N3CCCCN(Cc4ccncc4)C[C@H]23)cc1
5.07	COCC(=O)NC[C@H]1[C@@H](c2ccccc2)[C@@H](CO)N1C(C)=O
4.44	O=C(Nc1ccccc1F)N1CCCCN2[C@H](C1)[C@H](c1ccc(C3=CCCC3)cc1)[C@@H]2CO
0.715	CCCNC(=O)C[C@@H]1CC[C@H]2[C@@H](COC[C@H](O)CN2Cc2ccncc2)O1
-0.0636	COc1cccc(C#Cc2ccc([C@@H]3[C@H]4CN(C(=O)C5CC5)CC(=O)N4[C@H]3CO)cc2)c1
0.336	C[C@H](CO)N1C[C@H](C)[C@@H](CN(C)S(C)(=O)=O)Oc2cc(-c3ccncc3)ccc2S1(=O)=O

Source: PubChem BioAssay
